Screening data from PubChem BioAssay.
Pf growth 48h = P. falciparum growth inhibition at 48 hours (one generation); P. falciparum luciferase growth in erythrocytes, 48 h; Potency, µM (highest dose often 28.7 µM), for the others: at the top dose activity change, negative = inhibition, hits mostly inhibitors; actives 5.9% (n = 310,000); AID 504832; note: potency is the fitted concentration of half-maximal effect; % is set by controls: 0 for no effect and ±100 for the full control effect
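Luciferase-expressing P. falciparum in infected erythrocytes (2% hematocrit, 0.1% parasitemia final) in RPMI 1640/0.5% Albumax were exposed to compound for 48 hours at 37 C, 5% CO2; growth read as luminescence.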
Pf growth 96h = inhibits malaria parasite growth, 96 h. P. falciparum luciferase reporter growth, 96 h. Potency, µM (series often up to 28.7 µM), for the others: top-dose activity change, negative = inhibition, hits mostly inhibitors. actives 6.9% (n = 320,000); note: potency is the fitted concentration of half-maximal effect; % is set by controls: 0 for no effect and ±100 for the full control effect
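Delayed-death screen, second-generation endpoint: infected erythrocytes, 2% hematocrit, 0.05% parasitemia final; 96 hours at 37 C, 5% CO2; luciferase detection reagent; luminescence decrease equals reduced growth.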
AMA1 RON2 block = disrupts binding of P. falciparum AMA1 to RON2. actives 0.2% (n = 360,000). Potency, µM (titrated, usually from 58.2 µM), without a hit: top-dose activity change, negative = inhibition, most hits filed as inhibitors. AlphaScreen AMA1-biotinylated RON2 peptide binding;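 note: potency is the fitted concentration of half-maximal effect; 0% = vehicle wells and -100% = peptide control; nearly all actives have a fitted effect of over 45% in size; some results filed as inactive show a strong effect at the top dose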
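AMA1 (3D7) with his tag at 25 nM final met compounds first, then biotinylated RON2 peptide at 25 nM; detection used donor plus acceptor beads, 10 µg/mL apiece, read by AlphaScreen after 30 min at room temperature.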
LmPK inh = LmPK (Leishmania mexicana) enzyme inhibition; actives 0.37% (n = 290,000); purified LmPK, Kinase-Glo ATP luminescence, 1 h; Q27686; Potency, µM (doses to about 57.5 µM), inactives show at the top dose activity change, negative = inhibition, usual class: inhibitors; note: potency is the fitted concentration of half-maximal effect; % is set by controls: 0 for no effect and ±100 for the full control effect
Target sequence (Q27686 whole entry, looked up): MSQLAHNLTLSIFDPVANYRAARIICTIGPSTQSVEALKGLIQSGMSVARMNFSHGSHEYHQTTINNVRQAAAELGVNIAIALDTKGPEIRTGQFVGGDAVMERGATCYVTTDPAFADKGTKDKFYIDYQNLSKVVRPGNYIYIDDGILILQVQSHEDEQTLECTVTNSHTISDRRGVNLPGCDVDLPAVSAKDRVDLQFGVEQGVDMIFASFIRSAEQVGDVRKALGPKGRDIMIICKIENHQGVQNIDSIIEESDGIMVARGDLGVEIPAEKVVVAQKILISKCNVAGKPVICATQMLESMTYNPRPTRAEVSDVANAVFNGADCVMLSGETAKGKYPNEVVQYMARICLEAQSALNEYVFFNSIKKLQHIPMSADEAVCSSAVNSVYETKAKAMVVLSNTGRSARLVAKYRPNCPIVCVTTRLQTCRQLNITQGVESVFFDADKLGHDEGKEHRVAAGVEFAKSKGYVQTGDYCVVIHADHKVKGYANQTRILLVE
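Screened at intermediate enzyme activity to detect both inhibitors and activators: LmPK at 0.1 nM, with a 0.5 nM enzyme column as activation reference. PEP 0.5 mM, ADP 0.1 mM; ATP detected by luminescence after 1 h.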
Shiga inhibitor = Shiga toxin inhibition; Vero cells, Shiga toxin protein synthesis inhibition reporter; inhibition, % at 38.7 µM; actives 9.2% (n = 290,000); in the data active = inhibition mostly above about 28%, no sharp cut-off; inactive = mostly below about 43%; note: 0% is about no effect
Tb PYK inh = blocks Trypanosoma brucei pyruvate kinase | Q57TT1 | TbPYK enzyme, Kinase-Glo Plus ATP luminescence, 45 min | Potency, µM (titrated, usually from 76.8 µM), without a hit: at the highest dose activity, negative = inhibition, most hits filed as inhibitors | actives 0.12% (n = 410,000) | AID 624173; note: potency is the fitted concentration of half-maximal effect; % is set by controls: 0 for no effect and ±100 for the full control effect; nearly all actives have a fitted effect of over 50% in size
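In this concentration-response screen, enzyme-free wells defined baseline while DMSO plates tracked drift. Each reaction combined TbPYK, substrate, compound and 130 uM ADP for 45 min at room temperature. Kinase-Glo Plus luminescence gave the signal.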
CHX counter = affects cycloheximide protein synthesis inhibition readout, counter-screen. cell reporter, cycloheximide protein synthesis inhibition counterscreen. max response, %. actives 12% (n = 300,000). AID 2314; in the data active = max response mostly above about 13%, no sharp cut-off; inactive = mostly below about 14%; note: read at 38.3 µM for the half of the compounds with a filed dose; 0% is about no effect
Starred values were filed as active, the others as inactive; ? = inconclusive; nt = not tested or not shown; [ ] = dose if it differs, or a comment. Unless noted, calls come from the whole dose curve; as a rule, active = well fitted curve in the direction sought with a large enough effect; inconclusive = small, poorly fitted or top-dose-only effect, or another doubt; inactive = no such curve, though single readings can be large; an effect the other way counts as inactive or inconclusive.

molecule | Pf growth 48h | Pf growth 96h | AMA1 RON2 block | LmPK inh | Shiga inhibitor | Tb PYK inh | CHX counter
N#CCCSc1ncnc2c1oc1ccccc12 | ? | -9% | 1% | 0% | 22 | -5% | 10
Cc1nnc(OCc2nc3ccccc3n2C)c2ccccc12 | 50%[activator] | 13% | -7% | -9% | 68* | -8% | 33*
Cc1ccccc1-c1nc(-c2ccc(NC(=O)c3ccc(Br)o3)cc2)no1 | 102%[activator] | ? | -2% | -17% | 57* | -1% | 27*
CCOC(=O)C1CCCN(C(=O)c2ccc3nc(-c4ccccc4)c(-c4ccccc4)nc3c2)C1 (centres undefined) | ? | 13µM* | -15% | 4% | -7 | -10% | 10
Nc1ccc(CSc2ccc(Cl)cc2)cc1 | 68%[activator] | 58%[activator] | 8% | 0% | 59* | 5% | 24*
CCOc1ccccc1-n1c(O)c(C=NCCCN(CC)CC)c(=O)[nH]c1=O | -11% | -10% | 8% | 2% | 12 | 5% | -2
COc1cc(-c2nnc(SCC3(c4ccccc4)OCCO3)o2)cc(OC)c1OC | 13µM* | 5.2µM* | 3% | -1% | 11 | -6% | 1
O=C(c1ccc(F)cc1)N1CCN(C(=O)c2ccc([N+](=O)[O-])cc2)CC1 | 12% | ? | -10% | 3% | -7 | 1% | -3
N=C1C(c2nc3ccccc3[nH]2)=C(O)CN1c1ccc(CC(=O)O)cc1 | nt | -16% | 39%[activator] | 4% | 13 | -3% | 11
O=S1(=O)CCC(n2ncc3c2/C(=C/c2ccccc2)CC3)C1 (centres undefined) | 23% | 30% | -20% | 3% | -13 | 3% | -2
NNC(=O)CSc1nnnn1-c1ccccc1 | 23% | -19% | 53%[activator] | -11% | -2 | -1% | -2
CN(C(=O)c1ccc(Cl)c([N+](=O)[O-])c1)C1(C)CCS(=O)(=O)C1 (centres undefined) | 5% | 6% | -1% | nt | nt | 3% | nt
COc1ccc(OC)c(C(O)c2nc3ccccc3n2C)c1 (centres undefined) | -11% | -5% | -4% | -5% | -12 | -7% | -2
FC(F)(F)c1cccc(-c2nc(-c3ccncc3)no2)c1 | ? | 30%[activator] | 8% | -1% | 29 | 4% | 1
CC[n+]1c(/C=C/Nc2ccccc2)sc2ccccc21 | ? | -85% | 42%[activator] | -6% | -13 | -9% | -5
O=C1CC(NS(=O)(=O)c2cccnc2)CN1c1ccc(F)cc1 (centres undefined) | 5% | 22% | -7% | nt | nt | 10% | nt
CC(C)C[C@H](NC(=O)Nc1ccc(S(N)(=O)=O)cc1)C(=O)O | 9% | 11% | 31%[activator] | 4% | -14 | 3% | 6
COc1ccc(S(=O)(=O)N2CCCC(C(=O)NCC3CCCO3)C2)cc1C (centres undefined) | -14% | 0% | -12% | 3% | -11 | 2% | 5
CC(CCc1ccccc1)NC(=O)CCCn1ncn2c(cc3occc32)c1=O (centres undefined) | ? | ? | 3% | 9% | 5 | 0% | 2
CN(C)/C=C1\N=C(c2ccc(Cl)cc2Cl)OC1=O | nt | nt | -5% | -1% | 20 | 2% | 21*
O=C(CCC(=O)OCC(=O)c1ccc(Br)cc1)Nc1ccc(Br)c2cccnc12 | 19% | nt | 0% | 6% | -26 | -8% | 3
COC(=O)C1=C(N)Oc2cc(C)n(Cc3ccco3)c(=O)c2C1c1cccc(Cl)c1 (centres undefined) | -36% | nt | 3% | 9% | -3 | -10% | 0
CC(C)N(Cc1nc(-c2ccc(Cl)cc2)no1)C(=O)CCCN1C(=O)c2ccccc2C1=O | nt | ? | -4% | 0% | -12 | 0% | 1
Cc1ccc(CNC(=O)CCCn2c(=O)c3ccccc3n(CC(=O)NC3CCCC3)c2=O)cc1 | 3% | 6% | 18% | -3% | -3 | -2% | -2
CSc1cccc(N2CC(C(=O)N(CC(C)C)c3c(N)n(Cc4ccccc4)c(=O)[nH]c3=O)CC2=O)c1 (centres undefined) | ? | ? | -11% | nt | nt | 0% | nt
O=C(COc1ccccc1Cl)NCCCNC(=O)c1ccco1 | -10% | 7% | 3% | 1% | -18 | 6% | 11
CCOC(=O)CC(=O)CSc1nc2c(C)c(C)ccc2cc1C | nt | 17% | 44%[activator] | -7% | -5 | 2% | -3
COc1cc(NC(=O)c2ccc(Cl)cc2)c(Cl)cc1NC(=O)c1cccnc1 | 36%[activator] | 22% | -4% | 5% | -11 | 6% | 4
Cc1oc(C(=O)O)cc1COc1ccc2c3c(c(=O)oc2c1C)CCCC3 | -7% | 12% | nt | 3% | -7 | nt | -2
Cc1csc2c(SCC(=O)NNC(=O)C(Cl)Cl)ncnc12 | 3.3µM* | ? | 96%[activator] | 4% | 12 | 2% | 7
Cc1nn(-c2ccccc2)c(C)c1C(=O)OCC(=O)Nc1ccccc1 | 115%[activator] | 100%[activator] | 4%[11.6 µM] | nt | nt | 3% | nt
CNC(=O)c1ccccc1Sc1cccc2cccc(C(=O)O)c12 | nt | 26% | -2% | -2% | -9 | -7% | -3
COc1ccccc1N=C1SC(C(=O)Nc2cccc(Cl)c2Cl)C(N)=C1C(N)=O (centres undefined) | ? | ? | 96%[activator] | 3% | -17 | -1% | -1
CC(C)NS(=O)(=O)c1ccc(CCC(=O)NCc2ccco2)cc1 | 4% | 33%[activator] | 7% | 6% | 28 | 0% | -3
O=C(Nc1ccccc1SCC1CSc2nc3ccccc3c(=O)n21)c1ccccc1 (centres undefined) | ? | ? | -8% | -1% | 17 | -4% | -3
Cc1cc(NC(=O)C2CC(=O)N(c3ccccc3)C2)no1 (centres undefined) | 21% | -2% | 1% | -3% | -5 | -4% | -1
COCCN(C(=O)COC(=O)c1ccc(Cl)s1)c1c(N)n(Cc2ccccc2)c(=O)[nH]c1=O | 0% | 41%[activator] | -9% | nt | nt | 9% | nt
NC(=S)N/N=C/c1ccccc1OC(=O)/C=C/c1ccccc1 | ? | ? | 96%[activator] | -8% | 15 | 4% | 2
COc1ccc(OC)c(C(C)NC(=O)c2ccco2)c1 (centres undefined) | -2% | -16% | -5% | -10% | -10 | -2% | -2
COCCN(C(=O)c1ccccc1OC1CCN(S(C)(=O)=O)CC1)C(C)C | -12% | ? | 4% | 2% | -7 | 0% | 1
Cn1c(=O)c2cc(S(=O)(=O)NCCC(=O)NCCc3ccc(Cl)cc3)ccc2n(C)c1=O | -1% | -19% | -3% | 2% | -7 | -4% | -4
CCNC(=O)/C(C#N)=C/c1c(N2CCN(c3cccc(Cl)c3)CC2)nc2c(C)cccn2c1=O | 12µM* | ? | -14% | 0% | -5 | -9% | -2
O=c1[nH]c2ccc(Cl)cc2c(-c2ccccc2)c1SC(=S)N1CCOCC1 | ? | nt | -19% | -8% | -23 | ? | -5
O=C1C2C3CCC(O3)C2C(=O)N1CCO (centres undefined) | 43%[activator] | -29% | 20% | 9% | 16 | -1% | 4
COc1cccc(-c2cc(C(=O)NCc3ccco3)c3ccccc3n2)c1 | ? | ? | -5% | 18% | nt | 2% | -3
Cc1nnc(SC(C)C(=O)NC2CCCCC2C)s1 (centres undefined) | 0% | 23% | 12% | nt | nt | -17% | nt
Cc1cccn2c(=O)c(C(=O)NC3CCCCC3)c(O)nc12 | ? | ? | -4% | -1% | 11 | 6% | 12
COc1ccc(CCn2c(NCCCN3CCOCC3)nc3c2c(=O)[nH]c(=O)n3C)cc1 | 21% | 21% | -12% | 2% | 1 | 2% | -2
CCNC(=S)N/N=C/c1ccc(OCCOc2ccccc2C)cc1 | 1% | 15% | 1% | -6% | -12 | -14% | -3
COC(=O)[C@@H](NC(=O)NCc1ccccc1Cl)C(C)C | 9% | 26% | -14% | -4% | -1 | -1% | 1
CC1CC(O)(Cc2ccccc2)C(C)CN1C (centres undefined) | 23% | -16% | 0% | -7% | -17 | -3% | -2
Cc1cc(N2C(=O)c3ccc(C(=O)Nc4ccc(CC(=O)O)cc4)cc3C2=O)no1 | -10% | 1.9µM* | -6% | 1% | -3 | 0% | -1
O=C(O)C1=CC[C@@H](c2ccc(Cl)cc2)N(S(=O)(=O)c2ccc(Cl)cc2)[C@H]1c1cccc(Cl)c1 | ? | ? | 10% | nt | nt | 2% | nt
CCn1cnc2cc(NCc3ccc(Br)cc3)ccc21 | 36%[activator] | 22% | ? | -1% | 67* | -18% | 40*
Cc1cc(C)c2nc(N3CCC(C(=O)NCCN4CCOCC4)CC3)sc2c1 | 12% | ? | 0% | 2% | 18 | 1% | -2
O=C(COC(=O)c1cnc(Cl)c(Cl)c1)NCc1ccc2c(c1)OCO2 | -1% | -6% | 10% | 3% | 1 | 1% | -2

(next part)
molecule | Pf growth 48h | Pf growth 96h | AMA1 RON2 block | LmPK inh | Shiga inhibitor | Tb PYK inh | CHX counter
C[C@@H](NC(=O)c1nc[nH]c1C(=O)N1CCN(C(=O)OC(C)(C)C)CC1)c1ccccc1 | -19% | 2% | 18% | nt | nt | 4% | nt
Cc1ccc2c(c1)CC1(CN2C)C(=O)NC(=O)N(CCC2=CCCCC2)C1=O (centres undefined) | 5% | -15% | 0% | -1% | -24 | 2% | -6
O=[N+]([O-])c1cccc(-c2nc(N3CCOCC3)c3ccccc3n2)c1 | 0% | 52%[activator] | nt | 4% | 19 | nt | -9
Cc1cc(C(=O)Nc2cccc3ccccc23)n(-c2ccccc2)n1 | -13% | 3.3µM* | 9% | -4% | 22 | -2% | 8

Of the compounds above, 10 have an aryl thioether with sulfur outside any ring.
molecule | Pf growth 48h | Pf growth 96h | AMA1 RON2 block | LmPK inh | Shiga inhibitor | Tb PYK inh | CHX counter
N#CCCSc1ncnc2c1oc1ccccc12 | ? | -9% | 1% | 0% | 22 | -5% | 10
Nc1ccc(CSc2ccc(Cl)cc2)cc1 | 68%[activator] | 58%[activator] | 8% | 0% | 59* | 5% | 24*
COc1cc(-c2nnc(SCC3(c4ccccc4)OCCO3)o2)cc(OC)c1OC | 13µM* | 5.2µM* | 3% | -1% | 11 | -6% | 1
NNC(=O)CSc1nnnn1-c1ccccc1 | 23% | -19% | 53%[activator] | -11% | -2 | -1% | -2
CSc1cccc(N2CC(C(=O)N(CC(C)C)c3c(N)n(Cc4ccccc4)c(=O)[nH]c3=O)CC2=O)c1 (centres undefined) | ? | ? | -11% | nt | nt | 0% | nt
CCOC(=O)CC(=O)CSc1nc2c(C)c(C)ccc2cc1C | nt | 17% | 44%[activator] | -7% | -5 | 2% | -3
Cc1csc2c(SCC(=O)NNC(=O)C(Cl)Cl)ncnc12 | 3.3µM* | ? | 96%[activator] | 4% | 12 | 2% | 7
CNC(=O)c1ccccc1Sc1cccc2cccc(C(=O)O)c12 | nt | 26% | -2% | -2% | -9 | -7% | -3
O=C(Nc1ccccc1SCC1CSc2nc3ccccc3c(=O)n21)c1ccccc1 (centres undefined) | ? | ? | -8% | -1% | 17 | -4% | -3
Cc1nnc(SC(C)C(=O)NC2CCCCC2C)s1 (centres undefined) | 0% | 23% | 12% | nt | nt | -17% | nt
